Hsp70 inhibitors: small molecules displacing fluorescent ligand from Hsp70 – biochemical, fluorescence polarization, primary screen (AID 583) | Hsp70 fluorescence polarization probe displacement, mP; higher % means a stronger effect | one-dose displacement, % at 20 µM; IC50 in µM for titrated hits | actives 0.06% (n = 140,000); in the data active means displacement above about 50%;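 further: plate controls were vehicle for no effect and reference ligand for full effect; a part of the inactive calls stands beside numbers as strong as those of hits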
MKP-3 inhibition: inhibition of rat DUSP6 enzyme activity – biochemical, in vitro, primary screen (AID 425). recombinant MKP-3 phosphatase activity, fluorescence; higher % means a stronger effect. one-dose inhibition, % at 20 µM; IC50 in µM for titrated hits. actives 0.17% (n = 110,000); in the data active means inhibition above about 50%;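 further: plate controls were vehicle for no effect and reference inhibitor for full effect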
Active calls of the source: *; nt = no result given; & = joins results of further samples. This is a subset (hit frequency here may not be typical).

Preview:
canonical_smiles,Hsp70 inhibitors,MKP-3 inhibition
Cc1ccc(S(=O)(=O)N(C)Cc2nc(-c3ccc(Br)cc3)no2)cc1,4.2%,2.4%
COc1cc(NS(=O)(=O)c2ccc(C)c(C)c2)c(OC)cc1Cl,6.1%,nt

This part in full, from the first entry:
canonical_smiles,Hsp70 inhibitors,MKP-3 inhibition
Cc1ccc(S(=O)(=O)N(C)Cc2nc(-c3ccc(Br)cc3)no2)cc1,4.2%,2.4%
COc1cc(NS(=O)(=O)c2ccc(C)c(C)c2)c(OC)cc1Cl,6.1%,nt
C/C(CC1(O)C(=O)Nc2ccccc21)=N\O (stereo not given),-4.9%,nt
CC1(C)Cc2c(C#N)c(N3CCN(C(=O)c4ccccc4)CC3)nc(Cc3ccccc3)c2CO1,3.1%,nt
O/N=C/c1cn(-c2ccccc2)nc1-c1ccccc1,0.9%,7.4%
Cn1c(NCc2c(O)ccc3ccccc23)nc2ccccc21,2.7%,nt
CC(=O)N1C(=S)NC(=O)/C1=C\c1cccnc1,-4.3%,2.2%
O=[N+]([O-])c1ccc(N2CCN(S(=O)(=O)c3ccccc3)CC2)cc1NCCOc1ccccc1,0.2%,3.4%
CCC(=O)OCCn1c(Br)nc2c1c(=O)[nH]c(=O)n2C,12.5%,-2.1%
O=S(=O)(c1ccc(SCCO)nc1)N1CCCC1,-0.2%,-3.7%
CCN(CC)S(=O)(=O)c1ccc(N=Nc2c(C)[nH]n(C(N)=S)c2=O)cc1,2.4%,nt
CS(=O)(=O)N(CC(=O)NCc1ccco1)c1ccc2c(c1)OCO2,-1.5%,-8.6%
CCNC(=O)CC1C(=O)N(c2ccccc2)C(=O)N1CCC(C)C (stereo not given),3.0%,-4.5%
CC(=O)Nc1ccc(Nc2c([N+](=O)[O-])c(=O)n(C)c3ccccc23)cc1,4.8%,5.0%
CC(=O)N1CCC2(CC1)CC(=O)c1cc(OCC(=O)NCc3ccco3)ccc1O2,-4.5%,-7.2%
CC1=C(C(=O)Nc2ccccc2)C(c2cccs2)C(C#N)=C(SCC(=O)c2ccccc2)N1 (stereo not given),-12.3%,5.5%
O=c1cc(CSc2ccc(Cl)cc2)nc(N2CCCCC2)[nH]1,-8.9%,-6.9%
CC1CCCC(N2CCN(C(=O)c3cccc(F)c3)CC2)C1 (stereo not given),1.7%,nt
Cc1ccc([N+](=O)[O-])cc1-c1ccc(/C=C2/C(=O)NC(=O)N(c3ccccc3)C2=O)o1,-2.7%,5.9%
O=C(c1ccccc1)c1ccc(N2CCOCC2)c([N+](=O)[O-])c1,5.7%,-0.6%
O=C(c1ccco1)N1CCN(C(=O)c2ccccc2OC(=O)C23CC4CC(CC(C4)C2)C3)CC1,-3.8%,-15.4%
O=C1C(=O)N(CN2CCCCC2)C2C=CC=CC12 (stereo not given),1.7%,0.3%
CC(CN1CCCCC1)OC(=O)c1ccc(Cl)cc1Cl (stereo not given),0.5%,-3.4%
COc1ccccc1N(CC(=O)N1CCCC1)S(=O)(=O)c1ccccc1,-2.4%,-1.0%
O=C(/C=C/c1ccco1)NC(=S)Nc1ccccc1,-1.6%,1.1%
O=C(CCN1CCCCCC1)Nc1cccc(Cl)c1,0.2%,-3.8%
CCOC(=O)N1CCC(N2Cc3cccc(C(=O)NC(C)c4ccc5c(c4)OCCO5)c3C2=O)CC1 (stereo not given),-0.4%,-5.4%
C=CCc1c(C)[nH]c2c(OC)cccc2c1=S,-1.4%,3.9%
CCOC(=O)CCC(=O)NCc1ccc2c(c1)cc(C)n2C,0.8%,nt
CN1CCN(c2ccc([N+](=O)[O-])c(NC(c3ccccc3)c3ccccc3)c2)CC1,-0.7%,2.7%
Cc1ccc(NS(=O)(=O)c2ccc3c(c2)C(=NO)c2cc(S(=O)(=O)Nc4ccc(C)cc4)ccc2-3)cc1,-0.2%,0.8%
COc1ccc(C(=O)N2CCN(Cc3ccc(Cl)cc3)CC2)cc1OC,0.7%,1.8%
CC1(c2ccccc2)CC(C)(C)N2C(=O)C3(C(C#N)=C(N)Oc4cc(O)ccc43)c3cccc1c32 (stereo not given),-1.0%,nt
CCOC(=O)c1c(NC(=O)c2cccc(F)c2)sc(C(=O)Nc2cc(C(F)(F)F)ccc2Cl)c1C,-2.5%,-1.2%
Cc1ccc2c(c1)nnn2C1CCN(CC(=O)Nc2ccc3c(c2)OCCO3)CC1,-5.7%,-6.9%
CCN1C(=O)/C(=C2\SC(N3CCCCC3)=NC2=O)c2ccccc21,2.1%,-2.9%
Cc1cccc(C)c1NC(=O)c1ccc(-n2cnnn2)cc1,-2.7%,-8.8%
CCOc1ccc(C(NC(=O)c2ccc(F)cc2)c2ccc(OC)c(OC)c2)cc1 (stereo not given),-1.8%,2.7%
CCn1c(-c2ccc(OC)cc2)n[nH]c1=S,2.4%,-2.4%
CCOc1cc(/C=N/NC(=O)CC2C(=O)NN=C2C)ccc1O (stereo not given),0.5%,2.2%
Cn1nc(-c2ccccc2)c(COC(=O)c2cccc(Cl)c2)c1S(=O)(=O)c1ccccc1,-6.1%,nt
CCS(=O)(=O)N1CCC(c2nc(-c3ccc(C(F)(F)F)cc3)no2)CC1,5.7%,1.2%
O=C(N/N=C\c1cc(Br)c(Br)o1)c1cncc(Br)c1,0.1%,-7.4%
O=C(c1c(F)c(F)c(F)c(F)c1F)N1CCc2ccccc21,-0.5%,-1.3%
CC1CCCCN1C(=O)C1CC(c2ccc(F)cc2)=NO1 (stereo not given),5.7%,-1.8%
COc1ccc(/C=C/C(=O)Nc2scc(-c3ccc(Br)cc3)c2C(=O)O)cc1,-5.1%,2.5%
Cc1cc(OCC(=O)Nc2ccc(O)c(-c3nc4ccccc4o3)c2)cc(C)c1Cl,-0.1%,-1.4%
O=C(COc1ccc(Cl)cc1Cl)N(Cc1ccco1)C1CCS(=O)(=O)C1 (stereo not given),5.8%,-2.3%

Fetched one by one from the list above:
canonical_smiles,Hsp70 inhibitors,MKP-3 inhibition
Cc1cc(OCC(=O)Nc2ccc(O)c(-c3nc4ccccc4o3)c2)cc(C)c1Cl,-0.1%,-1.4%
CS(=O)(=O)N(CC(=O)NCc1ccco1)c1ccc2c(c1)OCO2,-1.5%,-8.6%

Continued.
canonical_smiles,Hsp70 inhibitors,MKP-3 inhibition
COCCN(CC(=O)NCc1ccccc1)C(=O)CCC(=O)Nc1nccs1,3.7%,-15.8%
Cc1ccc(OCC(=O)N/N=C\c2ccc(OC(=O)c3cccs3)cc2)cc1,-0.2%,0.0%
CCOC(=O)c1csc(NC(=O)c2ccc(OC)c(OC)c2)n1,0.1%,-1.0%
COc1ccc(N/C(=N/S(=O)(=O)c2ccccc2)c2ccccc2)cc1,3.0%,-0.8%
CCOC(=O)Nc1ccc(C)cc1C,1.7%,nt
CNC(=O)c1c(NC(=O)c2ccc(S(=O)(=O)N3CCOCC3)cc2)sc2c1CCC2,-0.2%,-6.5%
COc1nc(N)nc(N2CCOCC2)n1,2.3%,0.9%
CC1(C)Cc2ccccc2-c2nc(NCCCO)n(-c3ccccc3)c(=O)c21,-2.5%,-1.6%
COC(=O)c1cc(CC(=O)c2ccc(O)cc2O)c(C)o1,-7.2%,-2.0%
CCn1cc(C(=O)N2CCN(c3cccc(Cl)c3)CC2)c2cc(OC)c(OC)cc2c1=O,5.2%,nt
Cc1cc(C)c(S(=O)(=O)N(CC(=O)NCc2cccnc2)C2CCCCC2)c(C)c1,0.8%,-1.8%
CCOC(=O)C1CCN(C(=O)N(C)C)CC1,1.0%,-9.4%
Cc1nnc(SCCn2c(N3CC(C)CC(C)C3)nc3c2c(=O)[nH]c(=O)n3C)s1 (stereo not given),-2.3%,-8.7%
CC(CCC(=O)Nc1nc2ccccc2s1)CC(=O)Nc1nc2ccccc2s1 (stereo not given),-1.1%,1.1%
COc1cc(Br)c(CN2CCN(Cc3cc(OC)c(OC)c(OC)c3)CC2)cc1OC,-1.3%,1.5%
Cc1[nH]n(-c2cccc(Cl)c2)c(=O)c1-c1ccccc1,-3.4%,nt
COc1cc([N+](=O)[O-])ccc1NC(=O)c1cccc(I)c1,7.4%,-4.3%
COc1ccccc1N1CCN(Cc2nc(N)nc(Nc3ccccc3)n2)CC1,1.7%,0.1%
O=C(c1ccco1)n1nc(-c2ccccc2)nc1NCc1ccco1,2.7%,-5.9%
CCN(CCNC(=O)C1CCN(S(=O)(=O)CC)CC1)c1ccccc1,3.8%,-9.9%
O=c1[nH]c(SC/C=C/c2ccccc2)nc2sc3c(c12)CCCC3,-0.7%,4.8%
O=C(NC1CC1)C1CCC(=O)N1C1CCCC1 (stereo not given),-2.1%,-4.9%
Cc1nc(N2CCCCC2)[nH]c(=O)c1C=O,-4.0%,4.3%
CN1C(=O)SC(Nc2ccc(F)cc2)C1=O (stereo not given),0.8%,3.2%
CC(NC(=O)Nc1ccc(O)cc1)(C(F)(F)F)C(F)(F)F,-0.3%,-1.0%
Cc1ccc(C)c(S(=O)(=O)n2ccnc2C(C)C)c1,0.8%,5.3%
CC(=O)Nc1ccc(OC(F)(F)C(F)C(F)(F)F)c(NC(C)=O)c1 (stereo not given),1.2%,-10.6%
Cc1cc(C)nc(NC2=NCC(=O)N2c2ccc(Cl)cc2)n1,-2.2%,-3.2%
CN(CCN(C)/N=C/c1ccc(O)cc1O)/N=C/c1ccc(O)cc1O,5.8%,0.2%
CSc1ccc(C(=S)N2CCN(CCO)CC2)cc1,3.9%,-3.1%
COc1cc(CNc2nc3ccccc3[nH]2)cc(OC)c1OC,4.9%,nt
O=C(CSc1nnc(C2CCCCC2)o1)N1CCCCC1,-0.6%,-1.3%
O=C1c2ccccc2C(=O)c2c1cccc2N1CCN(C/C=C/c2ccccc2)CC1,-0.4%,2.0%
COc1cc(/C=C2\C(=O)NC(=O)N(c3ccc(Br)cc3)C2=O)c([N+](=O)[O-])cc1OC,-5.0%,0.8%
COc1ccc(C(=O)CC2(O)C(=O)Nc3ccccc32)cc1OC (stereo not given),-5.3%,4.2%
CCc1ccc(-c2nc3cc(NC(=O)COc4ccc(OC)cc4)ccc3o2)cc1,-4.7%,5.8%
Cc1cc(/C=C2\SC(=S)NC2=O)c(C)n1-c1cccc([N+](=O)[O-])c1,nt,7.2%
CCCC(=O)N1CCN(c2ccc(NC(=O)c3cc4ccccc4o3)cc2Cl)CC1,-2.8%,1.9%
O=C(Nc1ccc2c(c1)nc1n2CCN(Cc2ccccc2)C1)NC1CCCCC1,-3.8%,nt
Cc1cccc(NC(=O)C2CCCN(S(=O)(=O)c3c(C)nn(C)c3C)C2)n1 (stereo not given),-6.5%,-4.9%
Nn1c(SCC(=O)NC(=O)NCc2ccccc2)nnc1C1CC1,4.8%,-11.9%
O=[N+]([O-])c1cccc(S(=O)(=O)NCc2ccncc2)c1,2.4%,-3.3%
CC(C)CCn1c(Oc2ccccc2Cl)nc2c1c(=O)n(C)c(=O)n2C,1.9%,nt
Cc1cccn2cc(-c3ccc(S(=O)(=O)N4CCOCC4)cc3)nc12,-0.8%,-5.8%
O=C(NCc1ccco1)c1sc2cccc(F)c2c1Cl,1.4%,-4.3%
COc1ccc(CCNC(=O)CSc2nc(N)c(C#N)c(-c3cccs3)c2C#N)cc1OC,0.6%,-4.8%
CCCCCCNC(=O)C(C#N)c1nc2ccccc2nc1N1CCOCC1 (stereo not given),49.1%,-2.3%
Cc1ccccc1OCCCC(=O)Nc1nccs1,nt,-3.4%
COc1ccccc1C1CN(c2ccccc2)N=C1c1cccs1 (stereo not given),-3.7%&0.7%,-0.3%
Cc1cccc(-n2c(SCC(N)=O)nnc2-c2ccccn2)c1C,1.5%,-0.7%
CC(NC(=O)CN1CCCCC1)C1CC2CCC1C2 (stereo not given),0.6%,4.0%
Cc1cc(N2CCN(S(=O)(=O)c3ccc4c(c3)OCCO4)CC2)n2ncnc2n1,5.8%,-3.6%
COc1ccc(CNc2nc(SC)n[nH]2)cc1OC,4.0%,-17.6%
Cc1ccc2nc(NC3=NCN(Cc4ccccc4)CN3)nc(C)c2c1,0.9%,2.8%
O=C(CCC1N=C2c3ccccc3N=C(SCc3ccc(F)cc3)N2C1=O)NCc1ccco1 (stereo not given),2.0%,-4.2%
COc1ccc(OC)c(S(=O)(=O)N2CCC(C(=O)N3CCN(Cc4ccccc4)CC3)CC2)c1,-2.3%,-12.0%

Further compounds follow:
canonical_smiles,Hsp70 inhibitors,MKP-3 inhibition
COC(=O)c1ccc(S(=O)(=O)c2ccccc2)c(N)c1,0.0%,nt
CCOC(=O)c1c(C)oc2ccc(OCc3cccc(F)c3)cc12,-4.4%,3.0%
COc1ccc(-n2c(N)c(Br)c(=O)[nH]c2=O)cc1,2.1%,6.9%
CCOC(=O)c1c(NC(=O)C(F)(OC)C(F)(F)F)sc(C(=O)N2CCCCC2)c1C (stereo not given),3.8%,6.3%
CCC(Sc1nc2ccccc2s1)C(=O)Nc1ccc([N+](=O)[O-])cc1 (stereo not given),-2.0%,0.7%
CCN1C(=O)/C(=C/c2cccs2)SC1=S,-3.0%,1.6%
COc1cccc(C(=O)N2CCCc3ccccc32)c1,-2.0%,-6.7%
Cc1ccc(NC(=O)C(C)N2C(=O)c3ccccc3C2=O)c(C)c1 (stereo not given),-2.1%,0.4%
O=C(COC(=O)C(O)c1ccccc1)c1ccc2c(c1)OCCO2 (stereo not given),-5.5%&-1.6%,-13.2%&2.4%
CCOC(=O)C1CCCN(C(=O)N2CCOCC2)C1 (stereo not given),-0.1%,-10.6%
Cc1cc(-n2nc(C)cc2C)nc(NS(=O)(=O)c2ccccc2Cl)n1,7.4%,nt

Screening data as filed in PubChem BioAssay.
